# hgDAF-12 ag = hgDAF-12 agonism, primary luciferase screen; HEK293 GAL4-hgDAF12 UAS-luciferase reporter, agonist luminescence; normalized to butyrate control; activation, % at 6.8 µM; 370,000 tested, 1.8% active;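 active = activation above a cutoff set at the mean of all screened compounds plus 3 SD, cut at about 10% in these data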;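 also: 0% = DMSO wells and 100% = sodium butyrate wells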
# ADAM17 inh = inhibits human ADAM17; 370,000 tested, 0.83% active; inhibition, % at 6.95 µM; P78536; recombinant ADAM17, EDANS/DABCYL FRET peptide cleavage;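 active = inhibition above the mean of compounds lying between control limits plus 3 SD, set per campaign, cut at about 8.5% in these data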;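 also: 0% = DMSO-only wells as the low control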
# Target sequence (P78536 215-824 limits assumed): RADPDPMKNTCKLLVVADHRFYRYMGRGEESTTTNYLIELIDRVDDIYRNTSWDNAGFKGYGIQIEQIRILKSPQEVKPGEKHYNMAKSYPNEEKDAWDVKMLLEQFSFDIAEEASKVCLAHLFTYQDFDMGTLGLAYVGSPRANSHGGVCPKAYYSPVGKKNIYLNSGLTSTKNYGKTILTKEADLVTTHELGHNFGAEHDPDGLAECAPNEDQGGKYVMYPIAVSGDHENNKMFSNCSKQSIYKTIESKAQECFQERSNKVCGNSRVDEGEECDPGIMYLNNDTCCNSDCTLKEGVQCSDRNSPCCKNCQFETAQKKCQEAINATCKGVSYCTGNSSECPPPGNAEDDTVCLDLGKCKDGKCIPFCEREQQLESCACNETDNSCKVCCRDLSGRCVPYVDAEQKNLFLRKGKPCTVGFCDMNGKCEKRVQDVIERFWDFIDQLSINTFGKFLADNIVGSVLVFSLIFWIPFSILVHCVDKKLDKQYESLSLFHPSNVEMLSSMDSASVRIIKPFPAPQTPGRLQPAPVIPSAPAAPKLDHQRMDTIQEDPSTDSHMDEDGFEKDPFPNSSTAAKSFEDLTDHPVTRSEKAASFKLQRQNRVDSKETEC
# PLCg1 inh = blocks human PLC-gamma1 enzyme activity; P19174; purified PLC-gamma1, fluorogenic substrate, fluorescence; inhibition, % at 12.2 µM; 370,000 tested, 0.84% active; AID 720700; in the data active = inhibition above about 9.5%
# DAX1 inh-1 = inhibits human nuclear receptor DAX1 | inhibition, % at 6.75 µM | HEK293 Gal4-DAX1 luciferase reporter, luminescence | AID 504766 | 340,000 tested, 0.99% active;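 active = inhibition above the mean over all tested compounds plus 3 SD, cut at about 4.2% in these data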;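 also: 0% = DAX1-transfected cells with DMSO and 100% = empty-vector control cells with DMSO; inhibition shows as a rise in luminescence from relieved DAX1 repression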
# PLCb3 inh = inhibitors of human phospholipase C beta3; Q01970; Purified PLC-beta3, fluorogenic substrate, fluorescence; inhibition, % at 12.2 µM; 370,000 tested, 0.18% active; AID 720704; in the data active = inhibition above about 11%;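 also: 0% = median of compound wells on plate and 100% = full blocker control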
# NR1D1 modulator = modulates human Rev-erb alpha binding to DNA; Rev-erbα–FITC-DNA binding, fluorescence polarization, 90 min; activity, % at 10 µM; 370,000 tested, 0.79% active;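 active = activity above about 14%, limit read from the data; passing the limit was not always enough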;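 also: 0% = DMSO wells with 35 nM protein and 100% = DMSO wells with 750 nM protein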
# hcDAF-12 act = activates DAF-12 receptor from parasite H. contortus; HEK293 hcDAF-12 lit1-tk-luc reporter, luminescence; 0% DMSO, 100% Δ7-dafachronic acid; activation, % at 6.8 µM; AID 652067; 370,000 tested, 1.4% active;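 active = activation above the mean of all tested compounds plus 3 SD, cut at about 5.5% in these data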;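 also: 100% = response to 3 µM Δ7-dafachronic acid high control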
# SMARCA2 act = increases SMARCA2 function in MMTV reporter cells. 370,000 tested, 1% active. activation, % at 9.1 µM. MG213 cells, MMTV-luciferase reporter, dexamethasone, overnight; in the data active = activation above about 7.8%;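 also: 0% = vehicle wells and 100% = reference activator wells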
# DAX1 inh-2 = blocks DAX1 repression of SF-1 activated StAR promoter | inhibition, % at 6.8 µM | 370,000 tested, 1.1% active | AID 652010 | HEK293T StAR-luciferase reporter, SF-1/DAX-1 repression relief;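 active = inhibition above the mean over all tested compounds plus 3 SD, cut at about 3.6% in these data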;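 also: 0% = DAX-1 cells with DMSO and 100% = cells lacking DAX-1 with DMSO; higher inhibition means more luminescence from relief of DAX-1 repression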
# MBD2 DNA inh = MBD2-methylated oligo binding inhibition | 370,000 tested, 0.31% active | TR-FRET, MBD2 binding to methylated oligonucleotide | inhibition, % at 4.4 µM | Q9UBB5; in the data active = inhibition above about 13%
# Target sequence (Q9UBB5 whole entry, looked up): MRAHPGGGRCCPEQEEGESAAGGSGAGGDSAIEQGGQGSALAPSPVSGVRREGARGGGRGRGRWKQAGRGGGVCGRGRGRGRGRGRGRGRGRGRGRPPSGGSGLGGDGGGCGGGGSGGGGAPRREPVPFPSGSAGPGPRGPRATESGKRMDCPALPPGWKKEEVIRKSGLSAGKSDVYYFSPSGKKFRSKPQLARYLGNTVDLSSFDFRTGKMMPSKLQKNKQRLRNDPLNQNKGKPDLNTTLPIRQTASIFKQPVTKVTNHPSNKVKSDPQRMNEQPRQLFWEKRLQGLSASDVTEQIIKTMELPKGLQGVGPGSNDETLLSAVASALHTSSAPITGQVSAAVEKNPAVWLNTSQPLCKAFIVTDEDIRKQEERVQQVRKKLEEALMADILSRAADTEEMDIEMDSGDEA
# ssDAF-12 act = activates DAF-12 receptor from parasite S. stercoralis; HEK293 ssDAF-12/GRIP1 lit1-tk-luc reporter, luminescence; % of 3 µM dafachronic acid response; activation, % at 6.8 µM; 370,000 tested, 1% active; AID 652126;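 active = activation above the mean over all tested compounds plus 3 SD, cut at about 0.9% in these data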;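 also: 0% = DMSO-only wells and 100% = 3 µM delta7-dafachronic acid wells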
# * hit, by the source's call; i = inactive; nt = not tested or not shown.
structure	hgDAF-12 ag	ADAM17 inh	PLCg1 inh	DAX1 inh-1	PLCb3 inh	NR1D1 modulator	hcDAF-12 act	SMARCA2 act	DAX1 inh-2	MBD2 DNA inh	ssDAF-12 act
COc1ccc(Cc2nnc(Nc3ccccc3)s2)cc1Br	-1.1	-1	-2	0.4	-6	-6	-1.4	0	-0.4	3	-1.0
O=[N+]([O-])c1cc(S(=O)(=O)Nc2ccccc2)ccc1Nc1ccccc1	-0.1	2	4	0.9	-1	-2	0.5	-2	-1.2	4	1.6*
CCN1CCCCC(NC(=O)c2ccc(F)c(F)c2)C1=O (stereo unspecified)	2.2	1	2	nt	1	-3	0.7	-3	0.1	-4	-1.3
CCOc1ccc(CCNC(=O)COC(=O)c2cc([N+](=O)[O-])ccc2N2CCOCC2)cc1OCC	0.3	1	0	-0.7	-5	0	-1.7	0	-6.0	-3	-1.3
CCOC(=O)c1cc(CC)sc1NC(=O)Cc1ccccc1	2.6	-2	-1	-0.9	-4	-2	-1.8	-2	-0.8	-4	-1.3
COc1ccc(C)cc1NC(=O)N1CCC(CO)(CC2CCCCO2)CC1 (stereo unspecified)	-0.6	-1	2	-1.0	2	-3	0.9	-1	-0.7	-1	-1.1
Cc1ccc(-n2ncc3c2CC(C)(C)CC3NC(=O)CCN2CCCCC2=O)cc1 (stereo unspecified)	-3.1	-4	5	-0.1	-1	-3	1.2	-3	0.8	-1	-1.2
CC1=CC2=NC(=O)/C(=C/c3cccn3Cc3ccccc3)C(=N)N2O1	-2.7	0	4	-2.8	-9	6	-2.2	-1	0.1	8	-1.8
O=C(O)C1CC1C(=O)N1CCN(c2ccc(Cl)c(Cl)c2)CC1 (stereo unspecified)	0.6	2	3	0.0	3	0	-0.6	5	-0.7	3	-1.1
Cc1ccc(S(=O)(=O)Nc2cc3c(C(=O)Nc4ccccc4)c(C)oc3c3ccccc23)cc1	-2.3	5	-10	-1.3	-13	-1	1.4	-1	-0.7	0	-0.9
CCN(CC)CCN(C(=O)CN1C(=O)c2ccccc2C1=O)c1nc2cc3c(cc2s1)OCO3	2.4	-2	0	0.8	-9	-11	-1.1	0	2.4	-3	-0.9
O=C1CC(c2ccc(Cl)cc2)c2c(O)cc(O)cc2O1 (stereo unspecified)	-0.7	6	10*	-1.0	-1	1	-1.3	-1	-0.3	-3	-1.0
C#CCOCCOCCOCCNc1nc(N2CCN(C(=O)[C@H]([C@@H](C)CC)n3cc([C@@H](N)CO)nn3)CC2)nc(N2CCN(C(=O)[C@H](CCCCN)n3cc([C@@H](N)C(C)CC)nn3)CC2)n1 (stereo partly specified)	1.3	0	0	0.1	5	-3	0.1	0	0.2	6	-1.0
COc1ccccc1Cc1nnnn1CC(=O)O	-0.6	-3	0	2.9	-1	1	-1.2	-4	-0.1	1	-1.6
Cc1cc(C(=O)CSc2ccc(F)cc2)cc(C)c1O	6.0	0	-4	1.3	-8	4	2.2	4	0.6	3	-0.7
O=C(Nc1cccc(N2C(=O)C3C4C=CC(C4)C3C2=O)c1)c1cccs1 (stereo unspecified)	-1.1	-1	0	1.2	-1	11	-1.9	3	-0.8	-5	-2.1
O=C(C[n+]1ccc(/C=N/O)cc1)N(Cc1ccccc1)Cc1ccccc1	-2.6	2	0	-1.4	0	0	-0.1	-1	-0.2	1	-1.2
Cc1csc(SCC(=O)c2c(N)n(C)c(=O)n(C)c2=O)n1	3.3	-2	0	0.5	-1	-1	-1.1	6	0.8	-1	-1.5
CC1CCCN(S(=O)(=O)CCNC(=O)c2ccc3c(c2)OCO3)C1 (stereo unspecified)	-1.9	2	2	1.0	-9	-3	1.4	-1	0.5	0	-0.7
COc1ccc(CN2CCC2(C)C(=O)NCCc2c[nH]c3ccccc23)c2ccccc12 (stereo unspecified)	0.2	2	0	nt	1	-8	-0.6	-2	-0.8	-1	-0.9

# For reference, some entries already given.
structure	hgDAF-12 ag	ADAM17 inh	PLCg1 inh	DAX1 inh-1	PLCb3 inh	NR1D1 modulator	hcDAF-12 act	SMARCA2 act	DAX1 inh-2	MBD2 DNA inh	ssDAF-12 act
CC1CCCN(S(=O)(=O)CCNC(=O)c2ccc3c(c2)OCO3)C1 (stereo unspecified)	-1.9	2	2	1.0	-9	-3	1.4	-1	0.5	0	-0.7
COc1ccc(CN2CCC2(C)C(=O)NCCc2c[nH]c3ccccc23)c2ccccc12 (stereo unspecified)	0.2	2	0	nt	1	-8	-0.6	-2	-0.8	-1	-0.9

# Following part
structure	hgDAF-12 ag	ADAM17 inh	PLCg1 inh	DAX1 inh-1	PLCb3 inh	NR1D1 modulator	hcDAF-12 act	SMARCA2 act	DAX1 inh-2	MBD2 DNA inh	ssDAF-12 act
O=C(Nc1ccc(Cl)c(Cl)c1)Nc1ccccc1O	10	8	3	1.9	-1	-1	5.5	7	1.4	-1	0.0
Nc1nc2ncccc2cc1C(=O)c1c[nH]c2ccccc12	3.6	-2	1	nt	-1	-3	2.3	-1	0.2	-7	0.0
O=C(CBr)Nc1c2c(nn1-c1ccccc1)CSC2	1.4	2	-1	-2.4	-21	-6	1.1	0	2.5	0	-1.1
O=C(NCc1ccc(Cl)cc1)C1CCN(C(=O)Cc2ccccc2)CC1	-2.3	-2	0	-0.1	-4	4	-1.9	-1	-0.7	-3	-1.1
O=C(CC1N=C(Cc2ccccc2)NNC1=O)N/N=C/c1ccc([N+](=O)[O-])cc1 (stereo unspecified)	3.5	1	-4	0.6	-12	-2	2.2	-2	-1.9	-6	-1.5
COC(=O)c1ccc(COC(=O)CCC(=O)c2cccs2)cc1	6.4	-2	-3	0.8	-1	-4	3.4	3	0.3	3	0.5
COc1cccc(OC)c1C(=O)NC(=S)NCc1cccnc1	-1.3	-3	0	0.9	-7	-5	0.5	3	-0.8	0	-0.5
CC(C)(CNC(=O)/C=C/c1ccc(F)cc1)CNC(=O)/C=C/c1ccc(F)cc1	8.0	6	7	1.4	-4	-1	0.0	1	0.4	6	-1.5
S=c1[nH]nc(-c2ccccc2Br)n1Cc1ccccc1	-2.2	-2	0	1.2	-6	1	-1.9	-3	0.1	0	-1.4
O=C(NNC(=S)NCC1CCCO1)c1cc(Br)ccc1Cl (stereo unspecified)	1.5	0	-1	0.8	-10	1	0.2	-1	0.0	1	-0.5
Cc1cc(C(=O)N/N=C/c2ccc(OC(=O)c3ccccc3Br)cc2)n[nH]1	4.0	0	5	0.5	5	-8	-2.2	0	0.3	-4	-1.2
COC(=O)[C@]12CCCCC=C1N(CCc1ccc(OC)c(OC)c1)C(=O)[C@H](CC(=O)N1CCCCC1)C2	-3.4	-4	-1	nt	1	-2	0.0	-1	-1.7	5	-1.5
COc1ccc(CC(=O)n2[nH]c(=O)ccc2=O)cc1OC	0.5	0	-2	nt	-4	1	0.3	4	-0.1	4	-1.1
C/C(=N/NS(=O)(=O)c1ccc(C)cc1)c1ccc2c(c1)OCO2	0.9	-8	-6	0.3	-10	4	-1.0	0	0.1	3	-1.0
O=C(NCC1CCCO1)c1ccc2c(c1)N(Cc1ccc(F)cc1)CCS2 (stereo unspecified)	-0.6	i	i	-0.1	i	1	-2.3	-2	-0.4	6	-1.0
O=C(NCCN1C(=O)C2C3C=CC(C3)C2C1=O)Nc1ccccc1 (stereo unspecified)	1.4	-2	1	0.5	-2	1	-0.9	0	1.6	4	-1.8
CCCSc1nc2ccccc2n1CC(=O)O	7.2	3	-1	-0.1	1	5	-0.5	-2	-0.7	-5	-1.4
CN1CCN(S(=O)(=O)c2cccc(C(=O)Nc3sccc3C(N)=O)c2)CC1	-0.9	-1	-18	-1.6	-28	-13	-0.4	-1	-0.5	-5	-1.2
CC1CCCCN1CC(=O)NC(c1ccccc1)c1ccccc1 (stereo unspecified)	0.5	-4	-1	0.2	-6	1	-0.2	1	-0.2	-8	-1.6
CC(=O)OC(C(=O)N1CCOCC1)c1c(F)cccc1F (stereo unspecified)	-0.9	-1	3	1.4	3	3	-0.3	-3	0.3	-1	0.1
Cc1ccc(C(=O)NNC(=O)C(C)Sc2nc(N)cc(N)n2)cc1 (stereo unspecified)	0.0	-1	2	1.0	-5	-2	-1.7	-1	-0.1	8	-1.2
C[C@@H]1CN([C@H](C)CO)C(=O)CCCn2nncc2CO[C@@H]1CN(C)C(=O)NC1CCCCC1	4.2	-3	-1	0.0	-3	-3	-0.9	-4	-0.1	8	-1.0
COc1ccc(-c2nc3cc(C)c(Br)c(C)n3c2Cc2ccccc2)cc1OC	0.3	1	-5	nt	-6	1	-0.8	2	-1.0	0	-0.9
O=C(CCc1ccccc1)Nc1nc2nc(-c3ccccc3)cc(=O)n2[nH]1	3.8	-2	-3	1.7	-3	-6	-1.3	-5	0.2	-8	-0.7
CCCc1cc(=O)[nH]c(SCC(=O)N(CC)c2c(N)n(Cc3ccccc3)c(=O)[nH]c2=O)n1	-1.3	3	7	0.5	-5	-5	-0.5	-2	1.2	2	-0.6
CCNS(=O)(=O)c1ccc2nc(NC(=O)/C=C/c3cc(OC)c(OC)c(OC)c3)sc2c1	-2.1	-61	i	-1.2	i	-6	-2.6	1	-1.4	-3	-1.9
COc1ccccc1N1CCN(C(=O)c2sc3nc(-c4ccccc4)cn3c2C)CC1	-2.0	2	2	-0.9	2	0	-1.8	-4	-0.8	-3	-1.2
Nn1c(C2CCCCC2)nc2ccccc2c1=O	4.2	-3	2	0.2	-4	-5	-1.8	-2	-0.1	-3	-1.6
O=C1CCC(C(=O)OCC(=O)Nc2ccc(OC(F)F)cc2)=NN1	2.3	6	4	0.5	4	6	-0.3	-3	-1.9	-5	-1.6
COc1ccccc1C(C)NC(=O)c1ccc(NC(=O)CC2SC(N3CCCC3)=NC2=O)cc1 (stereo unspecified)	-0.1	-1	0	0.6	-2	7	-2.2	-3	0.5	-3	-1.2
COc1ccc(C2=NNC(c3cccnc3)=Nc3ccc(OC)cc32)cc1	2.0	-2	-4	0.3	-4	4	-1.9	-2	0.2	-5	-1.5
COCc1cc(C)nc2sc(C(=O)Nc3nccs3)c(N)c12	3.8	-20	i	1.3	i	4	1.1	0	0.8	-4	-1.2
Cc1ccc(CNC(=S)Nc2cc(C(=O)O)ccc2C)cc1	2.6	3	0	0.2	-6	0	2.9	-3	0.6	-3	0.2
CCn1c(O)c(N=Nc2ccc(Cl)c(C(=O)O)c2)c2ccccc21	2.9	-1	-19	0.4	-39	2	1.2	11*	0.4	1	-1.1
COc1cccc(C(=O)Oc2ccc(/C=N/Nc3ccc(C(=O)O)cc3)cc2OC)c1	7.3	3	-13	-2.0	-24	11	2.3	2	1.5	-2	0.5
CC(C)CC(=O)NC(=S)NNC(=O)c1ccc([N+](=O)[O-])cc1	-0.1	4	6	-1.3	1	0	-3.1	-3	-0.9	2	-0.8
CSc1nnc(C)c(=O)n1COC(=O)c1ccc(S(=O)(=O)N2CCCC2)cc1	1.5	0	3	-0.9	7	-7	0.0	4	-0.1	6	-1.1
CC1(C)CC(=O)C(C(c2ccc3c(c2)OCO3)C2C(=O)CC(C)(C)CC2=O)C(=O)C1	0.4	2	4	nt	4	-3	0.2	1	0.8	-1	-1.2
